Nrf2 ARE act: activates Nrf2 signaling. AREc32 ARE-luciferase reporter (MCF7-derived line), luminescence, 24 h. 410,000 tested, 0.31% active. Potency, µM (series often up to 46.1 µM), for inactives: at the top dose activation, actives largely listed as activators. AID 624171; note: potency is the fitted concentration of half-maximal effect; % of control where 0% means no effect; nearly all actives have a fitted effect of over 65% in size
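AREc32 cells carrying an ARE-driven firefly luciferase reporter were seeded at 1000 cells/well in OPTI-MEM with 5% FBS, then exposed to compound for 24 hr at 37 deg C. Luminescence was read with Steady-Glo after 30 min at RT.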
pAkt inh: blocks phosphorylation of Akt; AID 651550; Neuro2A IGF-stimulated pAkt S473 HTRF, 20 min; hits give low values; activity change, % for hits at 50 µM; 360,000 tested, 0.32% active; in the data active = activity change below about -80%; inconclusive = mostly about -51% to -80%; note: % is set by controls: 0 for no effect and ±100 for the full control effect
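Neuro2A cells (4,500/well, DMEM with 0.5% FBS) were treated with compound at a single 50 µM final concentration, stimulated with 6 nM IGF for 20 min at 37 °C, and lysed. Phospho-Akt Ser473 was read by HTRF as 665/615 ratio ×10^4.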
Mm-Cpn inhibitor: blocks the Methanococcus maripaludis chaperonin Mm-Cpn; purified Mm-Cpn ATPase, ADP Transcreener TR-FRET; Potency, µM (doses to about 76.9 µM), inactives show at the highest dose activity, negative = inhibition, most hits filed as inhibitors; 330,000 tested, 0.031% active; AID 504842; note: potency is the fitted concentration of half-maximal effect; % is set by controls: 0 for no effect and ±100 for the full control effect; nearly all actives have a fitted effect of over 80% in size
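Eu-cryptate anti-ADP/ADP-d2 competition gives a ratio inversely related to ADP. Enzyme at 25 nM was pre-exposed to compound for 10 min, then given 10 uM ATP for 30 min, 37°C throughout.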
CCT chaperon mod: cytosolic chaperonin activity modulation; purified chaperonin ATPase assay, HTRF ADP detection, 30 min; activity change, % (test concentration not listed), hits read low; 360,000 tested, 0.3% active; AID 651819; in the data active = activity change below about -30%; note: % is set by controls: 0 for no effect and ±100 for the full control effect
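First, chaperonin was dispensed at 40 nM or 20 nM final depending on batch activity. Next, compounds were pinned at 76 uM and ATP added at 10 uM. After 30 min at 37 °C, ADP detection reagents ran 30 min at ambient temperature.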
EPAC2 antagonist: blocks human EPAC2 exchange factor; Q8WZA2; AID 720708; 360,000 tested, 0.18% active; Potency, µM (series often up to 114 µM), for the others: top-dose activity, negative = inhibition, usual class: inhibitors; EPAC2 GEF exchange of Rap1B-BODIPY-GDP, fluorescence; note: potency is the fitted concentration of half-maximal effect; % is set by controls: 0 for no effect and ±100 for the full control effect; nearly all actives have a fitted effect of over 45% in size; many of its hits are not listed in these tables
Target sequence (Q8WZA2 whole entry, looked up): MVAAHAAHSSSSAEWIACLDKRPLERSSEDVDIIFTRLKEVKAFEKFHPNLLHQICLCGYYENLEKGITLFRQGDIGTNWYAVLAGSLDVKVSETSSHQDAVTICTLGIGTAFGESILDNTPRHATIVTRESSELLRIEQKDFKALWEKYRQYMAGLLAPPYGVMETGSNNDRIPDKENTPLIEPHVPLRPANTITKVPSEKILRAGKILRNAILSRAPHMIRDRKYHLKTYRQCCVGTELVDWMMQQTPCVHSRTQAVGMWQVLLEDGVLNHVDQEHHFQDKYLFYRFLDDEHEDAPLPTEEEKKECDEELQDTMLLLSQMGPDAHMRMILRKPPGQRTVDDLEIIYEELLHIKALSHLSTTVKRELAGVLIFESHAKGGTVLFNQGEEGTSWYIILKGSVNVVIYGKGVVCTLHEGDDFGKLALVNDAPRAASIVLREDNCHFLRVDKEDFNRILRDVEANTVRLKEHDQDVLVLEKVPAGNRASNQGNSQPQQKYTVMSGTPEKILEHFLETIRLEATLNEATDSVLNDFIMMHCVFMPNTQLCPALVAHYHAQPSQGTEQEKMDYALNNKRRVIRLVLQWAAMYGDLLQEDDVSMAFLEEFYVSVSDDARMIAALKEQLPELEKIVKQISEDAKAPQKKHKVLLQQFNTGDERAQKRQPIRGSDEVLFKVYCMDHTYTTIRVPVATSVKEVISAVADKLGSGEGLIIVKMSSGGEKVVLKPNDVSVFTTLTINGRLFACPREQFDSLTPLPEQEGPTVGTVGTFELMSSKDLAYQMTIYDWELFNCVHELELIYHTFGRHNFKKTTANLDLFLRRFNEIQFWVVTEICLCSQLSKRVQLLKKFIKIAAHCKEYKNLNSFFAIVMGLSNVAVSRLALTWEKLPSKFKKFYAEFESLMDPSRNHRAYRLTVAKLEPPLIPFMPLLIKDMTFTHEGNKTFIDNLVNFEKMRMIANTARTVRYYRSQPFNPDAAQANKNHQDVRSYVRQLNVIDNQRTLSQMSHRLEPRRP
TGFb SMAD3 inh: TGF-b pathway inhibition | HepG2 CAGA-GFP TGF-b/SMAD3 reporter, GFP fluorescence, 18 h; TGF-beta stimulated, 500 pg/mL final | Potency, µM (series often up to 46.1 µM), for the others: at the highest dose activity, negative = inhibition, hits mostly inhibitors | 410,000 tested, 1.2% active | AID 588855; note: potency is the fitted concentration of half-maximal effect; % is set by controls: 0 for no effect and ±100 for the full control effect; nearly all actives have a fitted effect of over 65% in size
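Read-out: total well GFP (ex488/em500-530) summed from mean per-cell fluorescence. Cells: HEPG2 CAGA-GFP, 1% FBS DMEM, 18 h at 37 degrees C with 500 pg/mL final TGF-beta. Unstimulated wells served as the full-inhibition control; stimulated DMSO wells = 0%.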
EPAC2 agonist: agonists of human EPAC2 (RAPGEF4); EPAC2 activation, biochemical qHTS; response scale: 100% = 6.5 mM cAMP response; Potency, µM (titrated, usually from 154 µM), for inactives: at the top dose activation, actives largely listed as activators; 360,000 tested, 0.079% active; note: potency is the fitted concentration of half-maximal effect; nearly all actives have a fitted effect of over 50% in size
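In this primary screen, activation is scored as increased exchange of BODIPY-GDP from Rap1B by 100 nM EPAC2, with 50 uM GDP as competitor. Signal is normalized to the 6.5 mM cAMP agonist control.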
Nrf2 inh: blocks Nrf2 signaling | A549 ARE-Fluc reporter, luciferase luminescence, 18-24 h | AID 504444 | 360,000 tested, 2.1% active | Potency, µM (doses to about 46 µM), inactives show at the highest dose activity change, negative = inhibition, actives largely listed as inhibitors; note: potency is the fitted concentration of half-maximal effect; % is set by controls: 0 for no effect and ±100 for the full control effect; nearly all actives have a fitted effect of over 60% in size
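Cells were seeded and rested 2 h, then exposed to compounds for 18-24 h. CellTiter-Fluor was read first as a viability measure. BugLite was added 15 min before the final luminescent read of ARE-luciferase activity in A549 cells.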
A549 tox: counter-screen for Nrf2 inhibitors: cytotoxicity in A549 cells. AID 504648. 390,000 tested, 0.16% active. A549 ARE-Fluc cells, CellTiter-Fluor viability, 18-24 h. Potency, µM (series often up to 46 µM), for the others: at the highest dose activity change, negative = cytotoxicity, usual class: inhibitors; note: potency is the fitted concentration of half-maximal effect; % is set by controls: 0 for no effect and ±100 for the full control effect
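A549 ARE-Fluc cells in 5% FBS OPTI-MEM, 5000 cells/well, rested 2 h then exposed to compounds in concentration-response for 18-24 h at 37 °C. Viability by CellTiter-Fluor fluorescence (Ex 405/Em 525) after 30 min; luciferase luminescence (BugLite, 15 min, RT) read afterwards.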
An asterisk follows results filed as active; i = inactive; ? = inconclusive; . = not tested or not shown; [ ] = another dose, or the depositor's remark. Unless noted, calls come from the whole dose curve; as a rule, active = well fitted curve in the direction sought with a large enough effect; inconclusive = small, poorly fitted or top-dose-only effect, or another doubt; inactive = no such curve, though single readings can be large; an effect the other way counts as inactive or inconclusive. These rows are one share of the data, so the mix of outcomes need not match the whole.

SMILES | Nrf2 ARE act | pAkt inh | Mm-Cpn inhibitor | CCT chaperon mod | EPAC2 antagonist | TGFb SMAD3 inh | EPAC2 agonist | Nrf2 inh | A549 tox
COc1ccc(C(=O)Nc2nc3n(n2)C(c2ccc(Cl)cc2)C=C(c2ccccc2)N3)cc1OC (stereo not given) | 0.4% | . | . | . | . | 17% | . | -8% | ?
COc1ccc(/C(O)=C2\C(=O)C(=O)N(c3cc(C)on3)C2c2ccccc2OC)cc1 (stereo not given) | 0.0% | i | ? | -1.2 | 12% | 9% | -19% | -2% | -4%
NC(=O)CC(NC(=O)c1ccccc1)c1ccc(N2CCCCCCC2)c([N+](=O)[O-])c1 (stereo not given) | -0.5% | i | 3% | 0.5 | -29% | -16% | 7% | -24% | -8%
COCCn1c(SCC(=O)N2CCC(C)CC2)nc2ccccc2c1=O | -0.2% | i | 2% | -3.9 | -3% | 5% | 6% | . | -6%
COC(=O)c1cccc(N(CC(=O)NC2CCCCC2)C(=O)CNC(=O)c2cccs2)c1 | 3.8% | i | -1% | 0.3 | 5% | 4% | 5% | 6% | 2%
COc1cc(CN2CCN(Cc3ccco3)CC2)cc(OC)c1 | -0.3% | i | -2% | 0.8 | 8% | -20% | 11% | 0% | 0%
COc1ccc(-c2nc3nc(C)cc(N4CCN(c5cccc(C(F)(F)F)c5)CC4)n3n2)cc1 | 0.5% | . | . | . | . | -18% | . | -6% | 4%
O=C(Cn1cc(COc2ccc(C(=O)c3ccccc3)cc2)nn1)c1ccc(O)cc1 | 1.4% | i | . | -0.5 | -6% | 7% | 10% | -20% | -2%
Cc1ccc2c(c1)N(CC(=O)N1CCN(C3CCCCC3)CC1)C(=O)CO2 | -0.2% | i | -19% | 2.5 | -3% | -25% | 4% | 2% | -1%
NC(=O)C[C@H](NC(=O)c1ccc(Cl)cc1)C(=O)OCc1ccccc1 | 0.3% | i | 2% | 2.8 | -17% | 11% | -3% | 2% | -2%
CCOc1ccc(NC(=O)COC(=O)c2n[nH]c3ccccc23)cc1 | 3.2% | i | 0% | -2.5 | 15% | -2% | -11% | -2% | -2%
O=C(O)c1cccc(CSc2n[nH]c(-c3ccc(Cl)cc3Cl)n2)c1 | 0.0% | i | 0% | 0.2 | 0% | -21% | -1% | -1% | 1%
COc1ccc(Nc2nc(N)nc(CN3CCN(c4ccc(F)cc4)CC3)n2)cc1 | 4.5% | i | 0% | -5.1 | -7% | ? | 2% | -5% | 2%
Cn1cc([N+](=O)[O-])c(C(=O)n2cccn2)n1 | -0.6% | i | 0% | -4.6 | -5% | 7% | 14% | 3% | 8%
Cc1cc(C(=O)CSc2ncnc3ccccc23)c(C)n1C1CC1 | 4.9% | i | -18% | -1.1 | 3% | -4% | 6% | -16% | 0%
S=c1[nH]ccn1CCc1ccccc1 | 0.3% | i | -2% | -2.3 | -4% | -3% | 5% | 14% | 3%
CCOC(=O)C1=C(c2ccccc2)NC(=O)NC1c1cc(OCC)c(O)c([N+](=O)[O-])c1 (stereo not given) | -0.5% | i | -12% | -1.6 | 4% | 0% | 1% | -18% | -5%
Cc1ccc(C(=O)Nc2ccccc2C(=O)N2CCCCCC2)cc1 | 0.3% | i | -1% | -1.1 | -1% | -1% | 2% | 2% | -1%
COc1ccc(/C=N/NC(=O)c2ccncc2)cc1Cn1nc([N+](=O)[O-])c(Br)c1C | 1.0% | i | -1% | -2.5 | -6% | 5% | 24% | 1% | 3%
Cc1cccc(Nc2c(-c3ccsc3)nc3nc(C)cc(C)n23)c1 | -0.3% | . | . | . | . | ? | . | -15% | -3%
O=C(Nc1cccc([N+](=O)[O-])c1)N1CCCCCC1 | 7.1% | i | -1% | -1.4 | 6% | -8% | 10% | 0% | 6%
Cc1ccc(NC(=O)CCCn2c3ccccc3c(=O)c3cc(C)ccc32)c(Br)c1 | 1.6% | . | . | . | . | -31% | . | ? | -3%
COc1ccc(C2c3ccc4ccccc4c3Oc3ncn(CCCO)c(=N)c32)cc1 (stereo not given) | 6.4% | i | 0% | -2.1 | -2% | ? | 11% | -21% | ?
O=c1ccc2cc(S(=O)(=O)NCc3ccccc3)ccc2[nH]1 | 2.6% | i | 0% | -2.4 | 13% | -6% | 4% | -3% | 5%
CC(C)C(NS(=O)(=O)c1ccccc1)C(=O)OCc1cc([N+](=O)[O-])cc2c1OCOC2 (stereo not given) | -0.1% | i | -1% | -1.1 | -2% | -31% | 11% | 6% | 13%
NC(=O)CSc1nc2ccccc2c(=O)n1Cc1ccccc1 | 0.2% | i | -3% | -1.2 | ? | -12% | 4% | -15% | -4%
COC(=O)C1CC(O)CN1S(=O)(=O)c1cccs1 (stereo not given) | -0.6% | i | 4% | -2.9 | 1% | 3% | 10% | -8% | 1%
Cc1ccc(-n2nc3c(c2NC(=O)c2c(F)cccc2Cl)CS(=O)(=O)C3)cc1C | 0.1% | i | 0% | -6.4 | 0% | -22% | 8% | -12% | 2%
O=C(CCCC(=O)Nc1cccnc1)Nc1cccnc1 | -0.4% | i | 0% | -1.9 | 0%[57.1 µM] | -4% | ? | 11% | 1%
Cc1cc(OCC(=O)OCC(=O)Nc2cc(S(=O)(=O)N3CCOCC3)ccc2Cl)ccc1Cl | -0.7% | i | 1% | -2.8 | -26% | 7% | 7% | 1% | -2%
COC(=O)NNC(=O)C(c1ccccc1)c1ccccc1 | -0.2% | i | . | -2.8 | 1% | -2% | 1% | -2% | 3%
COc1ccc(-c2noc(-c3cccc(OC)c3OC)n2)cc1OC | -0.1% | i | -1% | -4.2 | -4% | 3% | -9% | ? | 6%
COC(CNS(=O)(=O)c1ccc(S(=O)(=O)N2CCCC2)cc1)OC | -0.1% | i | 1% | -5.0 | 4% | -21% | 11% | -1% | 2%
CC(C)CN1CCC(=O)N([C@H](CSc2ccccc2)Cc2ccccc2)CC1 | 3.7% | i | -1% | -1.8 | -15% | ? | 14% | 1% | -4%
CN(c1ccccc1)c1nc(N)c([N+](=O)[O-])c(Nc2cccc(F)c2)n1 | 1.7% | i | 1% | 0.3 | -17% | -4% | 0% | 4% | -4%
COC(=O)c1cc(C)nc(N)c1C#N | -0.6% | i | -6% | -0.5 | 1% | -1% | 3% | -15% | -5%
COc1cccc(N=c2oc3c(C)ncc(CO)c3cc2C(N)=O)c1 | 6.3% | i | -1% | -1.5 | -5% | -23% | 2% | ? | ?
Cc1c(Cl)cccc1NC(=O)NN1CCN(C)CC1 | -0.7% | i | 0% | 1.0 | 11% | -11% | 11% | 4% | 20%
Cc1ccc(N2C(=O)C3C(C2=O)C(C(=O)c2ccc(Cl)cc2)N2CCCC32)cc1 (stereo not given) | 18% | i | 0% | -0.7 | 8% | 5% | 0% | 8% | -2%
Cc1ccc(/C=N/NC(=S)NCCc2ccccc2)s1 | 0.3% | i | -2% | 0.2 | 0% | 1% | 0% | 0% | -10%

In the list so far, these have two or more sulfur atoms.
SMILES | Nrf2 ARE act | pAkt inh | Mm-Cpn inhibitor | CCT chaperon mod | EPAC2 antagonist | TGFb SMAD3 inh | EPAC2 agonist | Nrf2 inh | A549 tox
COC(=O)C1CC(O)CN1S(=O)(=O)c1cccs1 (stereo not given) | -0.6% | i | 4% | -2.9 | 1% | 3% | 10% | -8% | 1%
COC(CNS(=O)(=O)c1ccc(S(=O)(=O)N2CCCC2)cc1)OC | -0.1% | i | 1% | -5.0 | 4% | -21% | 11% | -1% | 2%
Cc1ccc(/C=N/NC(=S)NCCc2ccccc2)s1 | 0.3% | i | -2% | 0.2 | 0% | 1% | 0% | 0% | -10%

(further entries)
SMILES | Nrf2 ARE act | pAkt inh | Mm-Cpn inhibitor | CCT chaperon mod | EPAC2 antagonist | TGFb SMAD3 inh | EPAC2 agonist | Nrf2 inh | A549 tox
COC(=O)c1cc(C(=O)OCC(=O)N(C)C2CCS(=O)(=O)C2)cc([N+](=O)[O-])c1 (stereo not given) | -0.8% | i | 1% | 0.0 | 4% | -8% | 9% | 5% | 5%
COc1cccc(-n2nnnc2SCC(=O)Nc2ccc(NC(C)=O)cc2)c1 | -0.8% | i | -6% | -9.1 | 16% | -1% | -3% | -30% | -28%
CS(=O)(=O)N(CC(=O)Nc1cc(Cl)ccc1Cl)c1ccccc1 | -0.3% | i | 0% | 0.8 | -5% | 6% | 6% | -16% | 1%
COc1ccccc1NC(=O)N1CCN(c2ccnc3cc(Cl)ccc23)CC1 | 4.6% | i | 1% | -0.4 | -1% | 0% | 8% | 13µM* | -2%
O=[N+]([O-])c1ccccc1N/N=C\c1ccccc1F | ? | i | 0% | -3.5 | -10% | ? | 8% | ? | -19%
CCOc1ccccc1N(CC(=O)NCc1ccccc1)C(=O)CCC(=O)Nc1cc(C)ccn1 | -0.5% | i | 2% | 0.6 | 1% | -7% | 8% | 19% | 0%
COc1ccc(-c2ccc(CO)o2)cc1N | 7.1% | i | -2% | -2.8 | 0% | ? | 5% | 5% | -4%

Record cards, as listed above.
Profile of CCOc1ccccc1N(CC(=O)NCc1ccccc1)C(=O)CCC(=O)Nc1cc(C)ccn1 : Nrf2 ARE act: -0.5%; pAkt inh: i; Mm-Cpn inhibitor: 2%; CCT chaperon mod: 0.6; EPAC2 antagonist: 1%; TGFb SMAD3 inh: -7%; EPAC2 agonist: 8%; Nrf2 inh: 19%; A549 tox: 0%
Profile of COC(=O)c1cc(C(=O)OCC(=O)N(C)C2CCS(=O)(=O)C2)cc([N+](=O)[O-])c1 (stereo not given) : Nrf2 ARE act: -0.8%; pAkt inh: i; Mm-Cpn inhibitor: 1%; CCT chaperon mod: 0.0; EPAC2 antagonist: 4%; TGFb SMAD3 inh: -8%; EPAC2 agonist: 9%; Nrf2 inh: 5%; A549 tox: 5%

Source: PubChem (National Center for Advancing Translational Sciences (NCATS))
